PAFAH1B2 FP inh: PAFAH1B2 enzyme inhibitors, primary screen, biochemical, fluorescence polarization, human | Platelet-activating factor acetylhydrolase IB subunit alpha2 (Homo sapiens), P68402 | recombinant PAFAH1B2, FP-rhodamine activity probe | inhibition, % at 3.39 µM | 340,000 tested, 1.2% active;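 active means inhibition above the mean of all tested compounds plus 3 SD, cut at about 24% in these data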;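 further: 0% = enzyme with DMSO and 100% = wells lacking PAFAH1B2; many of its hits are not listed in these tables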
Target sequence (P68402 whole entry, looked up): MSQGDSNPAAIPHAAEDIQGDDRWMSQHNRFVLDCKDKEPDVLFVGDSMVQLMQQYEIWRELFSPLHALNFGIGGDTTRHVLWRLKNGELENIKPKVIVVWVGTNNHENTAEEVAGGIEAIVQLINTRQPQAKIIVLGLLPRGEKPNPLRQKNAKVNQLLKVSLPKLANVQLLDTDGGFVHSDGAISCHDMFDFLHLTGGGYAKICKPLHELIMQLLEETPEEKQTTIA
PREPL inhibitor: PREPL enzyme inhibitors, primary screen, biochemical, fluorescence polarization | Prolyl endopeptidase-like (Homo sapiens), Q4J6C6 | recombinant PREPL, fluorescence polarization activity-based probe | inhibition, % at 5.96 µM | 320,000 tested, 0.68% active; in the data active means inhibition above about 43%;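 further: 0% = enzyme with DMSO and 100% = wells lacking enzyme; many of its hits are not listed in these tables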
pPAFAH FP inh: pPAFAH enzyme inhibitors, primary screen, biochemical, fluorescence polarization, human. Platelet-activating factor acetylhydrolase (Homo sapiens), Q13093. recombinant pPAFAH, FP-rhodamine probe fluorescence polarization. inhibition, % at 3.39 µM. 330,000 tested, 1.5% active. AID 463082, 2010;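 active means inhibition above the mean inhibition across the screen plus 3 SD, cut at about 25% in these data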;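 further: inhibitors block binding of the rhodamine activity-based probe so polarization drops; 0% = enzyme with DMSO and 100% = wells lacking pPAFAH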
Target sequence (Q13093 whole entry, looked up): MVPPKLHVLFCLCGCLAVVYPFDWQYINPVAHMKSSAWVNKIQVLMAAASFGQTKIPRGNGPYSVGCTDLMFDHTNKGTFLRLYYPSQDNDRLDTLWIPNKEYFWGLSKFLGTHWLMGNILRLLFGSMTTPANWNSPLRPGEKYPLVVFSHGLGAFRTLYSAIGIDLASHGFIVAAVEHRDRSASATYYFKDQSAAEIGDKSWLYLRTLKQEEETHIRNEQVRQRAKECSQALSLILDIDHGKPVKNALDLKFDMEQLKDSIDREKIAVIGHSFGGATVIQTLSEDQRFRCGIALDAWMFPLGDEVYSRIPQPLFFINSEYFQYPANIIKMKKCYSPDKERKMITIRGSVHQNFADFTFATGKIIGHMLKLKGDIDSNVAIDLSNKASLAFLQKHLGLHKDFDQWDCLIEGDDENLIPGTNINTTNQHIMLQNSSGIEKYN
EBNA-1 inh: EBNA-1 DNA-binding inhibitors, primary screen, biochemical, fluorescence polarization; inhibition, % at 14.8 µM; 300,000 tested, 0.34% active; in the data active means inhibition above about 28%
ZTA DNA inh: blocks Epstein-Barr virus ZTA, an EBNA-1 counter-screen | P03206 | ZTA-DNA binding, fluorescence polarization | inhibition, % at 11 µM | 320,000 tested, 0.15% active; in the data active means inhibition above about 33%
PAFAH2 FP inh: PAFAH2 enzyme inhibitors, primary screen, biochemical, fluorescence polarization, human | recombinant PAFAH2, FP-rhodamine activity probe | inhibition, % at 3.39 µM | 340,000 tested, 0.99% active;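 active means inhibition above the mean over all tested compounds plus 3 SD, cut at about 30% in these data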;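 further: inhibitors block probe labeling of enzyme so polarization drops; 0% = enzyme with DMSO and 100% = wells lacking PAFAH2 protein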
LYPLA2 inh: LYPLA2 inhibitors, primary screen, counter-screen for PME1 inhibitor project, biochemical, fluorescence polarization, FP-Rh probe ABPP. recombinant LYPLA2. 320,000 tested, 0.38% active. Acyl-protein thioesterase 2 (Homo sapiens), O95372. inhibition, % at 5.9 µM;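 active means inhibition above the screen-wide mean plus 3 SD, limit set per campaign, cut at about 26% in these data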;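 further: 0% = LYPLA2 with DMSO and 100% = wells lacking LYPLA2 enzyme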
LYPLA1 inh: LYPLA1 inhibitors, primary screen, counter-screen for PME1 inhibitor project, biochemical, fluorescence polarization, FP-Rh probe ABPP | Acyl-protein thioesterase 1 (Homo sapiens), O75608 | recombinant LYPLA1 | inhibition, % at 5.9 µM | 320,000 tested, 0.16% active | AID 2174, 2009;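 active means inhibition above the mean of all tested compounds plus 3 SD, set per campaign, cut at about 14% in these data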;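 further: inhibitors block serine hydrolase probe labeling of LYPLA1 so polarization falls; 0% = enzyme with DMSO and 100% = wells lacking LYPLA1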
Target sequence (O75608 whole entry, looked up): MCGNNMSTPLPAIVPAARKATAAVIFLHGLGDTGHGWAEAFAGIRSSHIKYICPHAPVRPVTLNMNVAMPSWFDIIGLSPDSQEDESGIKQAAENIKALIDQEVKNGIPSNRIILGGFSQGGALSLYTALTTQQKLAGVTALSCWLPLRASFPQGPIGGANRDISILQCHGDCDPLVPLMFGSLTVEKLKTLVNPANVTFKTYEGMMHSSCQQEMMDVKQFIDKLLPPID
PAFAH1B3 inh: PAFAH1B3 enzyme inhibitors, primary screen, biochemical, fluorescence polarization, human; inhibition, % at 3.39 µM; AID 492972, 2010; recombinant PAFAH1B3, FP-rhodamine probe; 340,000 tested, 0.28% active;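 active means inhibition above the screen-wide average of all tested compounds plus 3 SD, cut at about 25% in these data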;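 further: 0% = enzyme with DMSO only and 100% = wells lacking PAFAH1B3 protein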
An asterisk follows results filed as active; . = not tested or not shown.

SMILES | PAFAH1B2 FP inh | PREPL inhibitor | pPAFAH FP inh | EBNA-1 inh | ZTA DNA inh | PAFAH2 FP inh | LYPLA2 inh | LYPLA1 inh | PAFAH1B3 inh
Cc1onc(-c2ccccc2Cl)c1C(=O)Nc1c(C)n(C)n(-c2ccccc2)c1=O | -2 | 4 | 3 | -2 | 14 | 8 | -4 | -2 | -3
O=[N+]([O-])c1ccc(Sc2ncccn2)c([N+](=O)[O-])c1 | . | 4 | 3 | 2 | 15 | . | 8 | -3 | .
Cc1cc(NC(=O)c2cc(F)c(F)cc2Cl)no1 | -3 | -2 | 5 | 4 | -12 | 0 | -3 | -2 | 2
COc1ccc(C)cc1NC(=O)CN1CCN(S(=O)(=O)c2ccc(Br)cc2)CC1 | 28* | 2 | -4 | -3 | 0 | 2 | 0 | -1 | -3
CCNc1nc(-c2ccc(OC(F)F)cc2)c(C)s1 | 3 | -4 | 5 | 14 | 8 | 10 | -5 | -2 | 13
Cc1ccc(NC(=O)CCN2C(=O)NC3(CCCC3)C2=O)c(C)c1 | 2 | 2 | -2 | . | -20 | 2 | 8 | 0 | 9
CC1(C)CC(=O)c2sc(NS(=O)(=O)Cc3ccccc3)nc2C1 | 6 | -3 | 5 | 4 | -17 | 3 | 2 | -1 | 6
CCCOC(=O)c1ccc(Oc2c(-c3ccc(OCC)cc3O)n[nH]c2C)cc1 | -2 | -11 | 2 | -7 | 16 | -12 | -27 | -16 | 7
CC(=O)N1c2ccc(S(=O)(=O)N(C)c3cc(C)ccc3C)cc2CC1C (configuration not stated) | 1 | 8 | 7 | -6 | -12 | 8 | 0 | 3 | 5
CCn1ccc(C(=O)NCc2ccc3c(c2)OCO3)n1 | 2 | -2 | -1 | 4 | 3 | 0 | -4 | -1 | 0
O=C(NC(=S)NCCCN1CCOCC1)c1ccc([N+](=O)[O-])cc1 | 1 | 7 | 3 | -6 | -7 | -1 | 10 | 6 | -7
COc1cc(CNCc2ccc(OC)c(OC)c2OC)cc(OC)c1 | 2 | 21 | 1 | -13 | 7 | -2 | -7 | -4 | -3
O=C(NCC1CCCO1)c1csc2c1CCCCC2 (configuration not stated) | 1 | 6 | 9 | -8 | -4 | 4 | 0 | 1 | -2
Cn1c(SCc2ccccc2[N+](=O)[O-])nnc1-c1cccnc1 | 0 | -3 | 0 | 6 | -4 | 0 | 0 | 2 | -3
Cc1cc(N2C(=O)C3C4C=CC(C4)C3C2=O)ccc1NC(=O)c1cccs1 (configuration not stated) | -1 | -2 | 4 | 11 | -4 | 6 | 10 | 4 | -2
COc1ccc(C(C)(C)C)cc1NC(=O)COC(=O)c1cnc(C)cn1 | 12 | -2 | -9 | -6 | 8 | 3 | 2 | -3 | 14
CC(=O)CCc1ccccc1 | 5 | 0 | 3 | -2 | 2 | 0 | -1 | -2 | 2
O=C(CC(NS(=O)(=O)c1ccc(Cl)cc1)c1ccco1)NCc1cccnc1 (configuration not stated) | 14 | -24 | -6 | -14 | 1 | 8 | -4 | -2 | 10
Cc1ccc(SC[C@H](c2ccccc2)N2CCN(CCc3ccccc3)CCC2=O)cc1 | -2 | -21 | 4 | 7 | 3 | -3 | -2 | -2 | -4
COCCn1c(=NC(=O)/C=C/c2ccccc2)sc2cc(NC(C)=O)ccc21 | -2 | 10 | 9 | 11 | 9 | 0 | -9 | -7 | 5
O=c1c2cccc3c2c(nn1-c1ccccc1)-c1ccccc1-3 | -14 | 20 | 1 | -5 | -8 | -32 | -6 | -3 | -8
Cc1cccc(Nc2nnc(SCC(=O)NC3CCCc4ccccc43)s2)c1C (configuration not stated) | 4 | 15 | 3 | 2 | 4 | 7 | -7 | 0 | 3
CC(=O)Nc1ccc(C2=CC(=O)C[C@H](c3ccc(Cl)cc3)C2)cc1 | 8 | -30 | 5 | . | 6 | -5 | 9 | -3 | 5
O=C(c1cccc(S(=O)(=O)N2CCOCC2)c1)N(CCO)Cc1ccccc1 | 3 | 6 | 4 | 5 | 9 | 6 | 3 | -1 | 9
C/C(=N\NC(=O)c1cccc(C)c1)c1ccc(N2CCOCC2)cc1 | -1 | 15 | -3 | 8 | -14 | 2 | 4 | 1 | 11

Nothing new here: an excerpt of the list.
SMILES | PAFAH1B2 FP inh | PREPL inhibitor | pPAFAH FP inh | EBNA-1 inh | ZTA DNA inh | PAFAH2 FP inh | LYPLA2 inh | LYPLA1 inh | PAFAH1B3 inh
CC(=O)Nc1ccc(C2=CC(=O)C[C@H](c3ccc(Cl)cc3)C2)cc1 | 8 | -30 | 5 | . | 6 | -5 | 9 | -3 | 5
O=C(c1cccc(S(=O)(=O)N2CCOCC2)c1)N(CCO)Cc1ccccc1 | 3 | 6 | 4 | 5 | 9 | 6 | 3 | -1 | 9
C/C(=N\NC(=O)c1cccc(C)c1)c1ccc(N2CCOCC2)cc1 | -1 | 15 | -3 | 8 | -14 | 2 | 4 | 1 | 11

Further entries follow:
SMILES | PAFAH1B2 FP inh | PREPL inhibitor | pPAFAH FP inh | EBNA-1 inh | ZTA DNA inh | PAFAH2 FP inh | LYPLA2 inh | LYPLA1 inh | PAFAH1B3 inh
CCC(=O)N(c1nnc(SCC(=O)NN2C(=O)NC3(CCC(C)CC3)C2=O)s1)C1CC1 (configuration not stated) | 3 | 16 | -1 | . | -4 | -6 | 11 | 4 | 6
CCOc1ccc(C(=O)NC2CCN(C(=O)NCc3ccccc3)CC2)cc1 | 5 | 9 | 2 | -17 | -18 | 9 | 5 | 3 | 5
CC(C)C(c1nnnn1Cc1ccc(F)cc1)N1CCN(C2CCCCC2)CC1 (configuration not stated) | -4 | -96 | 2 | 1 | 1 | -6 | 7 | 0 | -3
O=C1CCCN2N=C(SCC(=O)Nc3cccc(C(F)(F)F)c3)SC2=N1 | 3 | 3 | 0 | -4 | 2 | 2 | 3 | -1 | -4
N#Cc1c(/N=C\c2ccc(O)c([N+](=O)[O-])c2)sc2c1CCCC2 | 1 | 1 | 3 | 11 | 8 | -1 | -1 | -2 | 8
CC(=O)Oc1ccc(N(C(C)=O)S(=O)(=O)c2cc([N+](=O)[O-])ccc2C)cc1 | 2 | 1 | 5 | 5 | -1 | 2 | 3 | 0 | 5
NC(=O)COc1ccccc1C(=O)NC12CC3CC(CC(C3)C1)C2 | 4 | -1 | -5 | -4 | -8 | 7 | -9 | 0 | 0
N#Cc1cccnc1N1CCN(C(=O)c2cccc3c2C(=O)c2ccc(-c4ccc(Cl)c(C(F)(F)F)c4)cc2S3(=O)=O)CC1 | -3 | 11 | 6 | . | . | 3 | . | . | 0
CCOc1ccccc1NC(=O)NC(=O)N(C)S(C)(=O)=O | -2 | 5 | -4 | -5 | -35 | -3 | 2 | 2 | 2
CC1CCCN(CC(=O)Nc2cc(Cl)ccc2Oc2ccccc2)C1 (configuration not stated) | 3 | -1 | 3 | -9 | 17 | -1 | -2 | -2 | -2
COC(c1ccccc1)c1nnc(CCC(=O)N2CCN(C3CCCC3)CC2)o1 (configuration not stated) | -3 | 9 | 3 | -9 | -14 | -5 | -2 | -1 | -2
Cn1cc(S(=O)(=O)N2CCC3(CC2)OCCO3)c(=O)n(C)c1=O | 4 | 2 | 4 | 6 | 13 | -6 | -1 | 0 | 8
CC(Oc1cccc(Br)c1)C(=O)NNC(=O)CCNC(=O)c1ccccc1Cl (configuration not stated) | 1 | -8 | 2 | . | 14 | 1 | 3 | 1 | -1
CCOc1ccc(CSCCNC(=S)Nc2ccc(OC)cc2)cc1 | 4 | 13 | 4 | 4 | -2 | 9 | 7 | -2 | 5
O=S(=O)(Nc1ccc(-c2nc3cccnc3s2)cc1)c1ccc(Cl)s1 | 6 | 8 | 18 | 4 | 6 | 3 | -3 | -1 | 2
Cc1cccc(N2CC(C(=O)Nc3nc4ccc(S(C)(=O)=O)cc4s3)CC2=O)c1C (configuration not stated) | -3 | -8 | 8 | -7 | 11 | 4 | 4 | 0 | 0
COc1cc(Cl)c(C)cc1NC(=O)c1ccc(S(C)(=O)=O)cc1 | 0 | -1 | 8 | 1 | -7 | -2 | 6 | 3 | 8
O=C(NCc1ccc(F)cc1)c1cc(S(=O)(=O)N2CCOCC2)ccc1F | 4 | 4 | 1 | 5 | 6 | 0 | 2 | 2 | 2
CC(C)c1ccc(/C=C(\c2nc3ccccc3[nH]2)S(=O)(=O)c2ccccc2)cc1 | -6 | 0 | -8 | -5 | 10 | -34 | -37 | -21 | -41
COC(=O)c1c(C)n(-c2ccc(C)cc2)c2ccc(O)cc12 | 1 | 17 | 15 | 8 | 6 | 0 | 3 | 0 | 7
Cc1ccc(N(CC(=O)NC(C)C)C(=O)CCC(=O)Nc2nccs2)c(C)c1 | 6 | 2 | 3 | 13 | 11 | -7 | -2 | 1 | 0
O=C(Nc1cccc(S(=O)(=O)NC2=NCCC2)c1)c1ccc(C(F)(F)F)cc1 | 5 | 10 | 4 | . | . | -1 | . | . | 0
Cc1cccc(NC(=S)NNC(=O)CCn2cc(C)cn2)c1 | 2 | 22 | 0 | 13 | 8 | 2 | 8 | 1 | 0
COc1ccc(C2/C=C\CC(NC(=O)OCC3c4ccccc4-c4ccccc43)CC(=O)N2Cc2ccccc2F)cc1 (configuration not stated) | -1 | . | 6 | . | . | 1 | . | . | 4
O=C(C[n+]1cc(-c2ccccc2)n2c1CCC2)N1c2ccccc2Sc2ccccc21 | 7 | -35 | 2 | -6 | -6 | -3 | 1 | -1 | 1
New compounds follow:
SMILES | PAFAH1B2 FP inh | PREPL inhibitor | pPAFAH FP inh | EBNA-1 inh | ZTA DNA inh | PAFAH2 FP inh | LYPLA2 inh | LYPLA1 inh | PAFAH1B3 inh
CN1CCN(c2ccccc2NC(=O)c2ccc(-c3cccc([N+](=O)[O-])c3)o2)CC1 | 2 | 38 | 9 | -4 | 4 | 12 | -3 | -2 | -1
CCOC(=O)C(O)(CC(=O)c1ccc(Cl)cc1)C(=O)OCC | -2 | -9 | -4 | -4 | -11 | -1 | 1 | -5 | 1
O=C1N(c2ccc3c(c2)OCCO3)C(c2ccccc2)C1(F)F (configuration not stated) | 0 | -13 | 2 | 5 | 5 | 101* | -3 | -4 | 2
CCc1ncc(C)[nH]1 | . | -11 | 3 | 11 | -1 | . | 3 | -4 | .
C=CCN(CC(=O)NCc1ccccc1)C(=O)c1csnn1 | 7 | 3 | 3 | 6 | 10 | 1 | 0 | -1 | 0
O=C(Nc1ccc([N+](=O)[O-])cn1)c1cccnc1 | 3 | -8 | -6 | -4 | -20 | 3 | 4 | 4 | 16
Cc1ccc(S(=O)(=O)CCC(=O)OCc2ccc(Cl)c(Cl)c2)cc1 | 6 | -38 | 13 | -5 | -2 | 0 | 4 | -1 | 11
CC1Cc2ccccc2N1C(=O)CSc1nc2ccccc2n1CC(=O)N1CCOCC1 (configuration not stated) | 4 | -18 | 1 | 4 | 5 | 11 | -2 | -1 | 11
Cc1ccc(NC(=O)COc2ccc(/C(N)=N/O)cc2)cc1C | 5 | 5 | 4 | 3 | 13 | 4 | -4 | -4 | 10
O=C(CCCC(=O)OCC(F)(F)C(F)F)Nc1ccccc1F | -2 | 1 | 4 | -1 | -1 | 3 | -1 | -1 | 0
Cc1ccc(-c2cn3c(=O)cc(C)[nH]c3n2)cc1 | 7 | -5 | 5 | -11 | -6 | 15 | 1 | -1 | 7
CC1CCCC(C)N1/N=C/c1ccc(Cl)cc1 (configuration not stated) | -2 | -4 | 4 | 10 | 2 | 7 | 3 | -2 | 3
O=C(Nc1ccc(N2CCOCC2)nc1)c1cccs1 | -2 | 7 | 11 | -3 | -3 | -7 | 0 | 4 | 5

Bioassay records: PubChem BioAssay, The Scripps Research Institute Molecular Screening Center

These rows are one share of the data; the hit share may differ from the screen's.
